GalR3 antagonist – blocks the human galanin receptor 3. O60755. HEK293 GalR3-CNG cAMP membrane potential fluorescence; galR3 body fused to GalR1 C-terminus. inhibition, % at 3 µM. 360,000 compounds, 0.44% hits. AID 651719;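 active means inhibition above the screen-wide average plus 3 SD, cut at about 13% in these data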;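 further: forskolin and galanin both at EC90 stimulate the cells; cAMP rise reported by CNG channel membrane potential dye signal; 0% = forskolin plus galanin with DMSO and 100% = forskolin alone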
MEKK3 PB1 HTS – modulators (inhibitors or enhancers) of MEK5 binding to human MEKK3 PB1 domain | Q99759 | bead-based flow cytometry, Alexa488-MEK5 binding to MEKK3; actives lie on both sides; 0 = blocked by unlabeled MEK5, 100 = vehicle | binding response (% of control), % at 10 µM | 290,000 compounds, 1.4% hits;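 active means binding response more than 3 SD above or below the average of its plate-row segment, actives on both sides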;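 further: Alexa488 bead fluorescence after subtracting the streptavidin-only scavenger bead signal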
Target sequence (Q99759 whole entry, looked up, the tested form may be a part): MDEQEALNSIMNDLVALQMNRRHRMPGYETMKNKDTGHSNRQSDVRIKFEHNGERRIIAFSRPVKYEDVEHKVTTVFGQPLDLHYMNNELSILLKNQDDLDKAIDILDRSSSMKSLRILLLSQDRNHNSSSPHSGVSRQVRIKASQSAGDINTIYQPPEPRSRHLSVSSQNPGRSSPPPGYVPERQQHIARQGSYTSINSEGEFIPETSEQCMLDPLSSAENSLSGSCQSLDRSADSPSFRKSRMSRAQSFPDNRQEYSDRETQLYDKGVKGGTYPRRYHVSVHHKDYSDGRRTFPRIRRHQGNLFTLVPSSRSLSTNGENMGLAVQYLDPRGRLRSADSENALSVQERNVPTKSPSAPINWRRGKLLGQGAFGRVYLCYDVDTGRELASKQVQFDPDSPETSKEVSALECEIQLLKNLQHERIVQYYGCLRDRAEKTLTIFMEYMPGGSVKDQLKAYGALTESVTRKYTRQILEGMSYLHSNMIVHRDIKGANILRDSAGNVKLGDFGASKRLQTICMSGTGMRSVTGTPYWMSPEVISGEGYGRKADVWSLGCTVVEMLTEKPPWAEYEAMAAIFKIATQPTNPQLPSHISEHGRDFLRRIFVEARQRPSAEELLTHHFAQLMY
pCIP destab – p/CIP protein destabilization. F442A p/CIP-EGFP cells, EGFP fluorescence, 16 h. AID 1984. 290,000 compounds, 0.01% hits. Q05BA5. decrease of EGFP signal, % at 10 µM;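 active means EGFP signal decrease of at least 30% at 10 µM or well 3 SD below plate mean, unless failing retest; inactive means the rest, including hits failing retest or dose response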; further: some compounds called inactive have numbers as strong as hits; many of its hits are not listed in these tables
CRFR2-BP ag – agonists of human CRF-binding protein/CRF-R2 receptor complex | HEK293 CRF-R2/CRF-BP, calcium dye fluorescence (FLIPR); percent of saturating CRF peptide response | activation, % at 13.2 µM | 350,000 compounds, 0.46% hits | AID 588473;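 active means activation of at least 50%, plus an integration ratio under a set limit after plate pattern correction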;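 further: plate controls were neutral control wells without compound for no effect and CRF at EC100 for full effect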
IDE cell inh – inhibitors of human insulin-degrading enzyme in cells; AID 434962; HEK cells, FAbetaB cleavage, fluorescence polarization; 320,000 compounds, 0.41% hits; inhibition, % at 5.59 µM; P14735;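 active means percent inhibition above the average of all tested compounds plus 3 SD, set per screening campaign, cut at about 16% in these data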;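 further: IDE supplied by intact live HEK cells; FP after avidin binding of uncleaved biotin substrate so inhibition keeps polarization high; 0% = DMSO wells and 100% = 60 µM reference IDE inhibitor Ii1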
M4 PAM – CHRM4 positive allosteric modulation | 360,000 compounds, 0.4% hits | CHO-K1 hM4/Gqi5, Fluo-8 calcium fluorescence, ACh EC20; 0% = ACh EC20, 100% = maximal ACh | AID 624126 | activation, % at 3 µM | P08173;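 active means activation above its plate's cutoff, the mean activation of sample wells plus 3 SD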; further: some results filed as inactive read as strong as hits
PHOSPHO1 block – inhibitors of human PHOSPHO1 phosphatase. Q8TCT1. recombinant PHOSPHO1, absorbance phosphatase assay. inhibition, % at 13.3 µM. 290,000 compounds, 1.1% hits. AID 1565; in the data active means inhibition above about 60%
IDE act – IDE (human) activation, cell-based; P14735; HEK cells, FAbeta-B cleavage, fluorescence polarization; 0% vehicle, 100% cell-free pure enzyme wells; activation, % at 5.96 µM; 340,000 compounds, 0.073% hits; AID 493087;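 active means activation above the mean of all tested compounds plus 3 SD, set per screening campaign, cut at about 17% in these data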
CRFBP-R2 block – blocks CRF-induced signaling of the CRF-BP/CRF-R2 complex; HEK293 CRF-R2/CRF-BP, CRF-induced calcium fluorescence; inhibition, % at 11.8 µM; 350,000 compounds, 0.59% hits;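 active means inhibition of the ligand-induced calcium signal above about 50% at the single tested concentration, limit read from the data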
* hit, by the source's call; . = no result given; [ ] = another dose, or the depositor's remark.

SMILES	GalR3 antagonist	MEKK3 PB1 HTS	pCIP destab	CRFR2-BP ag	IDE cell inh	M4 PAM	PHOSPHO1 block	IDE act	CRFBP-R2 block
Nc1cc2sc(-c3ccc(C(=O)O)cc3)nc2cc1Cl	3	118	12	1.9	1	-9	-2	-1	24
CN(C)CC1CCCCC1OC(=O)c1ccc(Cl)cc1Cl (stereo unspecified)	-8	105	13	0.5	-5	0	-16	2	-27
CCc1nc2ccccc2c(C(=O)OCC(=O)Nc2cccc(S(=O)(=O)N3CCOCC3)c2)c1C	-3	108	-10	1.1	4	-19	28	1	-3
O=C(CCc1nc2ccccc2[nH]1)N1CCN(C(=O)c2ccco2)CC1	0	109	-12	5.2	-3	1	-6	2	-26
C[C@@H]1CN([C@H](C)CO)C(=O)c2cc(Br)cnc2O[C@@H]1CN(C)Cc1ccc(-c2ccccc2)cc1	-5	.	.	-1.1	.	-7	.	.	1
O=C(CSc1nc2nn(-c3ccccc3)c(=O)c-2c2n1CCCCC2)Nc1ccc(OC(F)F)cc1	-5	.	.	-2.8	-1	-6	.	1	17
O=S(=O)(c1ccc2oc3ccc(S(=O)(=O)N4CCCCC4)cc3c2c1)N1CCCCC1	-2	99	-3	-0.2	1	-5	1	2	18
C/C(=N\NC(=O)Cc1ccc([N+](=O)[O-])cc1)c1cccnc1	1	98	8	-0.9	.	5	-9	7	0
O=C(NN=C1CCCC1)c1cc(-c2ccc(F)cc2)nc2ccccc12	0	103	11	2.9	-4	-2	-13	7	-25
CCN1CCN(c2nc(Nc3cc(OC)ccc3OC)nc(Nc3cc(OC)ccc3OC)n2)CC1	0	37*[inhibitor]	0	-1.4	-7	-2	25	1	-4
Nc1nonc1C(=O)NCCNCc1cc(Br)ccc1OCc1ccccc1F	-2	81	-4	0.9	-1	-16	17	5	12
C/C(=C1/SC(N2CCOCC2)=NC1=O)c1ccc(Br)cc1	2	101	7	-1.8	-2	5	-9	6	13
COC(=O)NC1(C(=O)O)CCCC1	-2	94	-11	0.1	-1	1	-32	-5	8
CC(C)(CNC(=O)c1ccc(Br)o1)CNC(=O)c1ccc(Br)o1	-3	101	4	-0.6	.	-6	.	5	76*
O=C(O)C1CCCCC1C(=O)NCCc1ccc(F)cc1 (stereo unspecified)	-2	96	9	-0.2	2	-4	12	3	14
Cc1ccc(S(=O)(=O)N2CCN(C(=O)CN3CCOCC3)C2)cc1	-3	98	0	-2.6	4	9	-5	-3	36
Cc1csc(NC(=O)c2ccc3c(=O)n4c(nc3c2)CCCCC4)n1	-3	104	-6	-1.2	2	-5	-4	-4	-27
CC(C)c1nc(C(=O)N2CCCC(CCC(=O)N(C)CCc3ccccn3)C2)cs1 (stereo unspecified)	-4	93	-10	1.2	-3	7	44	-4	0
CC(=O)Nc1ccc(NC(=O)C(C)OC(=O)C2CC(=O)N(CCc3ccccc3)C2)cc1 (stereo unspecified)	-1	.	.	0.2	5	3	.	-2	3
Cc1ccc(Cl)cc1N1CCN(C(=O)c2ccc3c(c2)CCN3S(C)(=O)=O)CC1	-7	96	-9	.	7	0	50	3	.
CC1=NNC(=O)/C1=C\c1cn(-c2ccccc2)nc1-c1ccccc1	48*	103	4	48	7	-18	44	-13	-37
Cc1nc(N)sc1C(=O)N/N=C/c1ccco1	-6	131*	-17	2.0	1	7	18	1	-6
COc1ccc(Nc2nc3ccccc3nc2C)cc1	-7	2.0*[inhibitor]	-1	-0.8	1	5	11	-2	-1
Cc1ccc(N2C(S)=C(C#N)C(=O)NC2c2cccs2)cc1 (stereo unspecified)	1	79	-18	1.1	-7	2	-30	-2	-18
CC1Sc2ccc(S(=O)(=O)CCC(=O)N3CCN(c4ccccc4F)CC3)cc2NC1=O (stereo unspecified)	-8	100	-22	-1.0	1	0	31	-3	3
O=C(COC(=O)c1ccc(NS(=O)(=O)c2cccs2)cc1O)NC1CCCCC1	1	104	-1	4.6	-2	-9	20	0	-13
c1ccc2c(c1)nc1n2CC2CON(C3CCCCC3)C12 (stereo unspecified)	-3	87	-1	-0.6	-3	25*	-13	2	-3
CCc1cccc(C)c1N1C(=O)CN(Cc2ccccc2)C1=S	-10	101	-1	-4.4	0	1	23	1	-32
COc1cc(CNC2CCCC2)cc(OC)c1	-8	102	-11	0.3	3	6	1	3	2
Cc1nc2ccccn2c1/C(O)=C1\C(=O)C(=O)N(CCN2CCOCC2)C1c1ccncc1 (stereo unspecified)	1	104	-3	4.6	3	4	26	6	-35
COc1ccc(/C=N/NC(=O)c2cccc3ccccc23)c(OC)c1OC	-8	.	.	-1.0	-2	0	.	.	9
CCCNC(=O)c1ccc(OC)cc1OC	-6	88	0	-1.1	-3	0	30	4	0
CC(=O)N1c2ccc(S(=O)(=O)N(C)Cc3ccco3)cc2CC1C (stereo unspecified)	-8	98	-15	-0.4	0	-1	32	-1	-9
O=S(=O)(c1ccccc1Br)N(CC(O)COCc1ccccc1)C1CC1 (stereo unspecified)	-6	.	.	-1.4	.	-1	.	0	-2
CC(C)(C)CN1C(N)=NC[C@@H]1Cc1ccccc1	.	100	.	-4.1	-1	2	.	1	10
O=C(CSc1ccc(-c2cccc([N+](=O)[O-])c2)nn1)NC1CCCC1	2	106	-6	-1.9	2	0	-25	5	7
Cn1c(SCC(=O)Nc2cccc(NC(=O)c3cccs3)c2)nnc1-c1ccncc1	2	97	-3	2.2	11	6	-6	-17	2
CNc1nc(-c2ccc3c(c2)CCN3C(=O)c2ccc(F)cc2)cs1	-3	99	-2	1.7	.	-6	16	1	-8
O=C(NCCc1ccccc1)c1cccc(NC(=O)C2CCCC2)c1	-7	.	.	-0.6	.	-3	.	-2	12
CC(C)OCCCNCC(O)c1ccccc1 (stereo unspecified)	-12	108	-6	0.5	4	18	12	6	-7
CC(=O)c1ccc(NC(=O)N2C3CCC2CC(O)(c2cccnc2)C3)cc1 (stereo unspecified)	-1	100	1	0.3	3	3	6	7	-19
CCOC(=O)c1c(C)[nH]c(C(=O)CN2C(=O)NC(C)(C)C2=O)c1C	-5	.	.	-0.6	.	7	.	5	2
COc1ccc(CN2CCN(C(=O)c3cccnc3)CC2)cc1Br	-2	89	-9	0.2	2	1	-12	3	11
Cc1cc(NC(=O)/C=C/c2ccccc2Cl)no1	-3	131	9	3.1	-3	-2	2	-3	-50
CCCOc1cc(C)c(S(=O)(=O)N2CCN(C)CC2)cc1C	0	98	-12	0.2	-1	9	34	-4	-27
Cc1ccc(OCC(=O)c2cc(C)n(C3CC3)c2C)c([N+](=O)[O-])n1	-9	102	-4	-1.0	2	-3	-3	2	13
COc1ccc(-c2nn3c(-c4ccccn4)nnc3s2)cc1OC	-4	109	-6	-0.6	-3	-5	-8	0	5
Clc1ccccc1OCCn1ccnc1	-8	96	-7	-0.7	-2	-8	2	-8	-25
Cc1ccc(CCNC(=O)CS(=O)Cc2nc(-c3ccccc3Cl)oc2C)cc1 (stereo unspecified)	1	99	12	-1.1	5	-2	15	4	-14
NC(=O)NC(CC(=O)OCC(=O)Nc1nnc(-c2ccccc2)o1)c1ccc(Cl)cc1 (stereo unspecified)	-2	.	.	3.2	.	7	.	.	-6
Cc1c(Cc2c(C)n(C)n(-c3ccccc3)c2=O)c(=O)n(-c2ccccc2)n1C	-1	98	6	-0.3	-1	-3	0	4	16
Cc1c(C(=O)N2CCc3ccccc3C2)oc2ccc(S(=O)(=O)N3CC(C)CC(C)C3)cc12 (stereo unspecified)	2	105	5	-0.5	5	-5	11	2	-7
COC(=O)c1ccccc1NC(=O)CC(=O)Nc1ccccc1C(=O)OC	-7	105	-3	-0.5	2	-3	28	2	14
CN(/C=C1/C(=O)CNC1=O)CCO	-3	.	-8	-1.1	3	-8	58	.	14
CCN(C(=O)CN1CCN(c2ccc(OC)cc2)CC1)c1c(N)n(Cc2ccccc2)c(=O)[nH]c1=O	1	92	-9	0.9	-1	5	-23	1	-4
Cc1cc(C(=O)O)c(CCCN)s1	0	84	2	1.0	-1	14	-2	-3	10
OCC(O)C1OC(Nc2ccc(Br)cc2)C(O)C1O (stereo unspecified)	-4	104	-15	-0.7	4	-1	49	-3	5
CC(=O)c1cc(CN2CCN(CCc3ccccc3)C(CCO)C2)cs1 (stereo unspecified)	-5	102	-27	0.5	-9	-4	44	3	21
CCN(CC)CCCSc1nc2ccccc2s1	-2	106	-6	1.0	0	-10	1	3	-3
